Screening data as filed in PubChem BioAssay.
C2C12 statin – protects C2C12 myotubes from simvastatin toxicity | ATP luminescence, 48 h; scaled: DMSO 0, geranylgeraniol control 100 | rescue of ATP level, % at 7.49 µM | 330,000 compounds, 0.78% hits;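 active = mean ATP rescue above about 67%, or every replicate alone reaching that limit, limit read from the data, passing the limit was not always enough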;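 note: myotubes were challenged with 10 µM simvastatin during compound exposure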
Cneo AK release – causes C. neoformans cell lysis; 360,000 compounds, 0.2% hits; adenylate kinase release luminescence, 4 h; normalised: neutral wells 0, clomiphene wells 100; lysis activity, % at 15 µM;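 active = mean lysis activity across replicates of at least 80%, whatever share of replicates individually reach that level; inactive = mean lysis activity below 80%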
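Assay system: C. neoformans cells. Amount: yeast cell density of 5 × 10^6 cells/mL. Technique: AK luminescence. Buffer or medium: YPD. Times: static 4 h at 37 °C with compound, 1 h detection. Dosing: single-point compound dose. Read-out: lysis from increased AK signal.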
PGC1a acetyl inh – PGC1a acetylation modulation, inhibitor mode | inhibition, % at 15.6 µM | 350,000 compounds, 0.17% hits | U2OS PGC1a acetylation, AlphaScreen anti-acetyl-lysine; with virally co-expressed GCN5 acetyltransferase | AID 651687;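 active = every replicate shows inhibition of at least 40%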;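 note: 0% = neutral control wells and 100% = positive control wells; some results beyond the cut were filed as inactive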
The depositor's hits bear a star. A portion of the library. The share of hits here may be higher or lower than overall.

1. O=C1OC(c2ccccc2)/C(=C(/O)c2ccc(Cl)cc2)C1=O (centres undefined)
2. Fc1ccc2nc3[nH]c4ccccc4c3nc2c1
3. Nc1cc(=O)[nH]c(=S)n1-c1ccccc1
4. CCSc1nncn1/N=C/c1ccc(OC)c(OC)c1
5. CC(C)CCn1nnnc1C(C(C)C)N1CCC(C(N)=O)CC1 (centres undefined)
6. CCOC(=O)Cc1csc(NC(=O)CSc2nnc(C(C)C)n2CC)n1
7. Cc1onc(-c2ccccc2Cl)c1C(=O)Oc1cc(N)n(S(=O)(=O)c2ccc(F)cc2)n1
8. Cc1sc(NC(=O)CSc2nnc(CCNC(=O)c3cccs3)n2C)nc1-c1ccccc1
Assay by compound,1,2,3,4,5,6,7,8
C2C12 statin,4,10,-1,0,6,-14,3,28
Cneo AK release,2,0,4,1,-2,0,-1,-2
PGC1a acetyl inh,-2,-6,-8,34,4,-3,4,15

9. CCNC(=O)CC(=O)Nc1ccccc1C(=O)O
10. Cc1ccc2[nH]c(=O)c(C(c3nnnn3C3CCCC3)N(Cc3cccnc3)Cc3ccco3)cc2c1 (centres undefined)
11. COC(=O)Oc1cncc(C(=O)O)c1
12. Cc1cccc(-c2c3c(=O)n(C)c(=O)n(C)c3cn2C2CCCCC2)c1
13. O=c1c2c(-c3cccs3)csc2ncn1/N=C/c1ccc(OC(F)F)cc1
14. COc1ccccc1N(C)S(=O)(=O)c1ccc(C(=O)OCC(=O)NCc2ccco2)cc1
15. O=C(Cn1nc(C(F)(F)F)c2c1CCCC2)NCc1ccco1
16. COC(=O)c1ccccc1N(C)S(C)(=O)=O
Assay by compound,9,10,11,12,13,14,15,16
C2C12 statin,6,2,1,-4,-19,-1,11,6
Cneo AK release,0,4,1,2,1,1,1,-2
PGC1a acetyl inh,9,-6,-34,-9,-11,0,1,2

Given in markdown: part of the list above
| item | SMILES | C2C12 statin | Cneo AK release | PGC1a acetyl inh |
| --- | --- | --- | --- | --- |
| 3 | Nc1cc(=O)[nH]c(=S)n1-c1ccccc1 | -1 | 4 | -8 |
| 4 | CCSc1nncn1/N=C/c1ccc(OC)c(OC)c1 | 0 | 1 | 34 |
| 5 | CC(C)CCn1nnnc1C(C(C)C)N1CCC(C(N)=O)CC1 (centres undefined) | 6 | -2 | 4 |
| 6 | CCOC(=O)Cc1csc(NC(=O)CSc2nnc(C(C)C)n2CC)n1 | -14 | 0 | -3 |
| 7 | Cc1onc(-c2ccccc2Cl)c1C(=O)Oc1cc(N)n(S(=O)(=O)c2ccc(F)cc2)n1 | 3 | -1 | 4 |
| 8 | Cc1sc(NC(=O)CSc2nnc(CCNC(=O)c3cccs3)n2C)nc1-c1ccccc1 | 28 | -2 | 15 |
| 9 | CCNC(=O)CC(=O)Nc1ccccc1C(=O)O | 6 | 0 | 9 |
| 10 | Cc1ccc2[nH]c(=O)c(C(c3nnnn3C3CCCC3)N(Cc3cccnc3)Cc3ccco3)cc2c1 (centres undefined) | 2 | 4 | -6 |
| 11 | COC(=O)Oc1cncc(C(=O)O)c1 | 1 | 1 | -34 |
| 12 | Cc1cccc(-c2c3c(=O)n(C)c(=O)n(C)c3cn2C2CCCCC2)c1 | -4 | 2 | -9 |
| 13 | O=c1c2c(-c3cccs3)csc2ncn1/N=C/c1ccc(OC(F)F)cc1 | -19 | 1 | -11 |
| 14 | COc1ccccc1N(C)S(=O)(=O)c1ccc(C(=O)OCC(=O)NCc2ccco2)cc1 | -1 | 1 | 0 |
| 15 | O=C(Cn1nc(C(F)(F)F)c2c1CCCC2)NCc1ccco1 | 11 | 1 | 1 |
| 16 | COC(=O)c1ccccc1N(C)S(C)(=O)=O | 6 | -2 | 2 |

Next part.
17. Cc1noc(NS(=O)(=O)c2ccc(N/C=C/C(=O)c3cccnc3)cc2)c1C
18. CCC(=O)NC(=S)Nc1cccc(NC(=O)CC)c1
19. Cc1nn(Cc2ccc(Cl)cc2Cl)c(C)c1NC(=O)CCl
20. COCc1nnc(NS(=O)(=O)c2ccc(Br)cc2)s1
21. CCC(CC)c1nnc(NC(=O)CS(=O)(=O)Cc2ccccc2)s1
22. COc1ccc(NC(C)=O)cc1NC(=O)CSc1nnc(-c2ccc(F)cc2)n1N
23. CCOC(=O)CNC(=O)c1cccs1
24. c1ccc2[nH]c(CN3CCCCC3)nc2c1
Assay by compound,17,18,19,20,21,22,23,24
C2C12 statin,3,-28,10,4,9,7,2,16
Cneo AK release,2,0,0,0,-6,0,1,0
PGC1a acetyl inh,1,-1,13,4,8,3,-6,-7

25. CCOc1ccc2nc(NCCNC(=O)Nc3ccccc3)c(C#N)cc2c1
26. Cc1cc(C)n(-c2cc(-c3ccccc3)nc(C)n2)n1
27. Cc1ccc(NC(=O)C2CCCN(S(=O)(=O)c3c(C)noc3C)C2)cc1F (centres undefined)
28. O=C1c2ccccc2-c2c1cccc2C(=O)N1CCOCC1
29. Cc1ccc(N(C(=O)Cn2nnc3ccccc32)C(C(=O)NCc2ccco2)c2cccnc2)cc1 (centres undefined)
30. Cc1ccc2c(c1)-c1ccccc1S(=O)(=O)N2
31. Cc1nc2cc(NC(=O)N3CC4(C)CC3CC(C)(C)C4)ccc2n1C (centres undefined)
32. CCCC(=NCC(=O)O)C1=C(O)C(C(=O)OC)C(C)(C)CC1=O (centres undefined)
Assay by compound,25,26,27,28,29,30,31,32
C2C12 statin,-11,-2,-17,-7,17,12,8,20
Cneo AK release,-1,5,2,2,1,-5,2,12
PGC1a acetyl inh,64*,-6,37,8,-1,2,5,-4

33. CCCS(=O)(=O)N1CCCC(C(=O)NCCN2CCOCC2)C1 (centres undefined)
34. COc1ccc(S(=O)(=O)N2CCC(NC(=O)OCc3c(Cl)cccc3Cl)CC2)cc1
35. Cn1c(=O)n(C)c2cc([N+](=O)[O-])c(N3CCN(C(=O)c4ccccc4Cl)CC3)cc21
36. O=C(Nc1ccc2nsnc2c1)N1CCCCCC1
37. CCOCCC(=O)Nc1cc(Cl)ccc1OC
38. Cc1cccc(Cn2cnc3c(nnn3Cc3ccc(F)cc3)c2=O)c1
39. Cc1cc(=O)[nH]c2cc(Cl)ccc12
40. Cc1ccc(OCC(=O)NNC(=O)c2cccnc2)cc1
Assay by compound,33,34,35,36,37,38,39,40
C2C12 statin,1,-38,-23,7,-22,24,7,-26
Cneo AK release,1,1,0,-3,1,-7,1,1
PGC1a acetyl inh,-5,-8,-4,-1,-1,0,-7,-4

41. COc1cc2c(cc1OC)CN(C(=O)CSc1n[nH]c(N)n1)CC2
42. O=C(Cc1cccs1)N(Cc1ccco1)C1(C(=O)NC2CCCC2)CCCCC1
43. CC(=O)Oc1cccc(N2C(=O)c3ccc(C(=O)O)cc3C2=O)c1
44. Cc1cccc(Nc2nc(-c3c(C)nc4ccccn34)cs2)c1
45. CCN(CCCNC(=O)C1CCN(S(=O)(=O)c2cccc3nonc23)CC1)Cc1ccccc1
46. CC(C)CC(=O)/C(=C\c1ccc(Cl)cc1Cl)n1cncn1
47. CC(=O)Nc1cc(-c2ccc(Cl)cc2)nn1-c1ccccc1
48. Cc1ccc(OCC(=O)O/N=C(\N)Cc2cccs2)cc1C
Assay by compound,41,42,43,44,45,46,47,48
C2C12 statin,-8,35,-2,-160,0,4,-7,7
Cneo AK release,1,-1,0,4,1,7,-1,0
PGC1a acetyl inh,-5,-43,3,12,2,60*,3,5

49. Cn1c(CCN2CCOCC2)nc2cc(NC(=O)COc3ccc(Cl)cc3)ccc21
50. N#C/C(=C(/O)CN1CCOCC1)c1nc(-c2ccccc2)cs1
51. Nc1cc(N)nc(SCC(=O)N2CCCCC2)n1
52. CCOC(=O)C1CCCN(C(=O)CCCOc2cc(=O)n(C)c3ccccc23)C1 (centres undefined)
53. CNc1nc2c3ccccc3n(C(C)=O)c2s1
54. O=C(c1oc2ccccc2c1CSCc1ccccc1)N1CCN(c2ncccn2)CC1
55. CC1CN(C(=O)C(c2ccccc2)c2ccccc2)CC(C)O1 (centres undefined)
56. Cc1cc(C)cc(NCC(=O)Nc2c(C)cccc2C)c1
Assay by compound,49,50,51,52,53,54,55,56
C2C12 statin,1,5,1,3,52,14,10,0
Cneo AK release,-10,0,3,-1,1,0,0,1
PGC1a acetyl inh,21,-3,-6,1,5,-44,-21,-4

57. CCc1nc(C)cc(N)c1OCc1ccccc1
58. CCC(C)(C)NC(=O)C(c1ccc(OC)cc1)N(Cc1cccs1)C(=O)CCC(=O)Nc1cc(C)on1 (centres undefined)
59. CCN1C(=O)c2cccc3c(S(=O)(=O)Nc4nc(C)cs4)ccc1c23
60. COc1ccc(-c2nnc(SCC(=O)N3c4ccccc4Sc4ccccc43)o2)cc1
61. CCOC(=O)c1c(NC(=O)c2c(Br)cnn2CC)sc(C)c1C
62. Cc1cc(C(=O)CSc2nnnn2-c2ccc(O)cc2)c(C)n1Cc1ccc2c(c1)OCO2
63. CCC(C)NC(=O)C1CCCN(C(=O)NC2CCCCC2)C1 (centres undefined)
64. O=[N+]([O-])c1cc(-c2nnc(C34CC5CC(CC(C5)C3)C4)o2)cc([N+](=O)[O-])c1
Assay by compound,57,58,59,60,61,62,63,64
C2C12 statin,-2,-6,35,1,5,-5,-2,7
Cneo AK release,1,0,-2,-1,-2,1,0,-1
PGC1a acetyl inh,1,13,-4,9,-83,3,-9,9

65. COC(=O)C1=NN(C(=O)c2ccc(Cl)cc2)C(O)(c2ccccc2)C1 (centres undefined)
66. COc1cc(CC(NC(C)=O)C(=O)NC2CCN(c3nc(C)cc(C)c3C#N)CC2)cc(OC)c1 (centres undefined)
67. COc1ccccc1C1=NOC(Cn2c(=O)c3c(ncn3C)n(C)c2=O)C1 (centres undefined)
68. CCc1cccc(OCCOCCN2CCCC2)c1
69. N#Cc1c2ncn(CC(=O)c3ccc(Br)cc3)c(=O)c2c2n1CCC2
70. CN(C)C(=O)CSc1nc2ccccc2n1CC(=O)N1CCN(c2ccccc2)CC1
71. CCC(C)(C)n1nnnc1CN1CCc2ccccc21
72. CCCc1cc(=O)[nH]c(/N=C(/NC(=O)C(C)N2C(=O)c3ccccc3C2=O)Nc2ccccc2)n1 (centres undefined)
Assay by compound,65,66,67,68,69,70,71,72
C2C12 statin,-42,0,-8,0,2,3,-13,-8
Cneo AK release,-3,1,-2,0,3,3,4,0
PGC1a acetyl inh,3,-2,0,7,-4,-8,-13,-4

73. Cc1ccc(Cn2c(=O)n(CCC(=O)NCc3ccc4c(c3)OCO4)c(=O)c3ccccc32)cc1
74. O=S(=O)(c1ccc(Cl)s1)N1CCC(Cc2ccccc2)CC1
75. COc1ccc(/C=C2\CCCC3C2=NN(C(=O)COC(=O)CNC(=O)c2ccccc2)C3c2ccc(OC)cc2)cc1 (centres undefined)
76. CCCNC(=O)CSc1nnc(-c2ccco2)n1C
77. O=C(O)CC/C(=N\Nc1ccccc1[N+](=O)[O-])c1cccs1
78. CCSc1nnc(NC(=O)Cc2ccc(OC)c(S(=O)(=O)N3CCOCC3)c2)s1
79. COc1cccc2sc(N3CCN(c4nc5ccccc5s4)CC3)nc12
80. Cc1nnc2sc(-c3ccncc3)nn12
Assay by compound,73,74,75,76,77,78,79,80
C2C12 statin,2,-15,3,4,4,32,-17,6
Cneo AK release,19,1,0,0,3,4,0,-5
PGC1a acetyl inh,-3,5,3,-2,5,6,-18,12

81. Cc1ccc(S(=O)(=O)N(CC(=O)NCc2ccco2)Cc2ccccc2F)cc1
82. O=C(Nc1nnc(C2CC2)s1)c1ccncc1
83. CCCCN1C(=O)C(CC(=O)NCC)SC1=Nc1ccccc1 (centres undefined)
84. O=S(=O)(c1ccccc1)N1CCN(Cc2cccc(Cl)c2)CC1
85. O=C(c1ccc(N2CCCC2=O)cc1)N1CCN(c2ccccc2)CC1
86. O=C(Cc1cccs1)Nc1nncs1
87. Cc1ccc(C(=O)O/N=C2\CC3CCC2(C)C3(C)C)cc1 (centres undefined)
88. COc1ccc(CNC(=O)c2cnc(C)cn2)c(OC)c1
Assay by compound,81,82,83,84,85,86,87,88
C2C12 statin,67*,12,159*,-26,-12,-1,4,5
Cneo AK release,0,-2,1,-2,-1,1,5,-3
PGC1a acetyl inh,-1,6,-9,-12,8,-9,-2,4

89. CN1CCN(Cc2nc3c([nH]2)c(=O)[nH]c(=O)n3C)CC1
90. Cc1ccc(-c2nnc(SCC(=O)CC(=O)Nc3ccccc3)n2C)cc1
91. COc1cc(OC)c(-c2nc3c[n+](CC(=O)c4ccccc4)ccc3n2C)cc1OC
92. Cc1ccc(C)c(N(C(=O)Cn2nnc(-c3cccs3)n2)C(C(=O)NC2CC2)c2ccc(C)o2)c1 (centres undefined)
93. CCOC(=O)c1ccccc1NCN1C(=O)CSC1=O
94. Cc1occc1C(=O)Nc1sc2c(c1C(N)=O)CCCCC2
Assay by compound,89,90,91,92,93,94
C2C12 statin,-8,4,0,54,-9,-17
Cneo AK release,2,0,0,6,-1,-3
PGC1a acetyl inh,21,1,1,-6,1,-49
